# Screening data as filed in PubChem BioAssay.
# p53null 39C tox – p53 null cell cytotoxicity, nonpermissive temperature | H1299 p53-null (neo) cells, 39C, ATPlite viability, 24 h | Potency, µM (titrated, usually from 46.1 µM), without a hit: top-dose activity, negative = cell killing, most hits filed as cytotoxic | AID 904 | hit rate 0.97% among 55,000;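 note: potency is the fitted concentration of half-maximal effect; 0% = DMSO only and -100% = full killing by 100 µM tamoxifen; nearly all actives have a fitted effect of over 50% in size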
#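 Concentration-response (up to 46 uM) was run for 24 h at the nonpermissive 39C on H1299-p53A138V or H1299-neo cells. ATP content was measured with ATPlite luminescence. AC50 values were Hill-modeled after normalizing between DMSO and 100 uM tamoxifen killing.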
# TSG101-PTAP inh – TSG101-PTAP interaction inhibition, HIV-1 budding | 44,000 tested, under 10 active | AID 1347069 | Potency, µM (highest dose often 115 µM), for inactives: top-dose activity change, negative = inhibition, usual class: inhibitors | Fluorescence polarization, FITC-PTAP peptide/Tsg101, 20 min | Q99816; note: potency is the fitted concentration of half-maximal effect; 0% is about no effect
# Target sequence (Q99816 whole entry, looked up): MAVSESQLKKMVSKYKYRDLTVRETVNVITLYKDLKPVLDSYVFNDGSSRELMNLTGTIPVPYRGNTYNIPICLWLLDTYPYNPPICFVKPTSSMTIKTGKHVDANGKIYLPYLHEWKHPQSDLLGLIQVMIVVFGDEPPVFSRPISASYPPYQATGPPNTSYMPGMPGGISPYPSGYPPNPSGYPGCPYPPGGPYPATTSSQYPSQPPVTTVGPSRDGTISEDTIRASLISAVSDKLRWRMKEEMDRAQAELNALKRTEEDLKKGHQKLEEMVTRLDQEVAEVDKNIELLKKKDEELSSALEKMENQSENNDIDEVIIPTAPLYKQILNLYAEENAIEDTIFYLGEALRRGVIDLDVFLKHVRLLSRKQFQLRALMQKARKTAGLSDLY
#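 FITC-labeled PTAP peptide (50 nM final) binding to Tsg101 binding domain (10 uM final) read by fluorescence polarization after 20 min at r.t. in HEPES pH 7.5 buffer. Actives by CRC class, <25 µM.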
# FH mod – Identification of activators of human fumarate hydratase by quantitative high-throughput screening | AID 1347055, 2019 | Potency, µM (top dose mostly 79.9 µM), for the others: at the top dose activity change, negative = inhibition, hits mostly inhibitors | FH coupled MDH/diaphorase resazurin fluorescence, 15 min | hit rate 0.22% among 54,000 | Fumarate hydratase, mitochondrial (Homo sapiens), P07954; note: potency is the fitted concentration of half-maximal effect; % is set by controls: 0 for no effect and ±100 for the full control effect; the screen sought activators but most active calls are inhibition curves; nearly all actives have a fitted effect of over 45% in size
# Target sequence (P07954 whole entry, looked up): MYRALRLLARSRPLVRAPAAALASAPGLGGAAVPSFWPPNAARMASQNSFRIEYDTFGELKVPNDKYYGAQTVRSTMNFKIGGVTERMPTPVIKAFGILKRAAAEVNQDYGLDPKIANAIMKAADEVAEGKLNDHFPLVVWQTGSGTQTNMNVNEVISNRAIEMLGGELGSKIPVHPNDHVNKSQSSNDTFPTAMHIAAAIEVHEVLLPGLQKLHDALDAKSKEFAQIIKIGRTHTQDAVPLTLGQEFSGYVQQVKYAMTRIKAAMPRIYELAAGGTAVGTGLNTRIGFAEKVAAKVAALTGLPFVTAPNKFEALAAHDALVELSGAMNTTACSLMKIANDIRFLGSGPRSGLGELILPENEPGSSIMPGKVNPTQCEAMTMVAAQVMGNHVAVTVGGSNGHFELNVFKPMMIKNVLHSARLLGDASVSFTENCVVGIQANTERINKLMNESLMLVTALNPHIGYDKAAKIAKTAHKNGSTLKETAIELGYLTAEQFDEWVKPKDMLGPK
# GALK inh – inhibits human galactokinase. P51570. recombinant GALK, Kinase-Glo ATP luminescence, 1 h. Potency, µM (doses to about 57.5 µM), for the others: at the top dose activity, negative = inhibition, usual class: inhibitors. 44,000 tested, under 10 active. AID 1347072;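 note: plate controls were full GALK reaction for no effect and reaction lacking GALK for full effect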
#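 Human GALK (5 nM) was incubated with 35 uM ATP and 100 uM galactose in 20 mM HEPES pH 8.0 with MgCl2, NaCl, DTT and BSA for 1 h at room temperature. Remaining ATP was measured by Kinase-Glo Plus luminescence.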
# NTMT1 inhibitor – blocks human N-terminal methyltransferase 1 activity | Q9BV86 | NTMT1 MTase-Glo SAH luminescence, purified enzyme | Potency, µM (series often up to 114 µM), inactives show top-dose activity change, negative = inhibition, usual class: inhibitors | hit rate 2.5% among 59,000 | AID 1645870;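 note: potency is the fitted concentration of half-maximal effect; plate controls were DMSO vehicle for no effect and no enzyme for full effect; nearly all actives have a fitted effect of over 65% in size; many of its hits are not listed in these tables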
# B2AR arrestin ag – ADRB2 beta-arrestin recruitment; Potency, µM (highest dose often 46.1 µM), inactives show at the top dose activation, usual class: activators; P07550; 44,000 tested, under 10 active; HTLA Tango cells, beta-arrestin recruitment, luciferase luminescence, 18 h;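 note: potency is the fitted concentration of half-maximal effect; 0% = DMSO and full agonism = EC100 isoproterenol or metaproterenol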
#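 Luminescence read-out: arrestin recruitment to recombinant beta2-AR releases tTA, inducing luciferase. Cells exposed 18 hr at 37 degrees C to up to 46 microM compound; %Activity from corrected signal, concentration-response curves classified by r2, magnitude and efficacy.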
# p53null 32C tox – kills p53 null cells at the permissive temperature; H1299-neo p53 null cells, ATP luminescence, 24 h, 32C; Potency, µM (doses to about 46.1 µM), for the others: at the highest dose activity change, negative = cytotoxicity, hits mostly cytotoxic; hit rate 0.62% among 55,000; AID 903;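 note: potency is the fitted concentration of half-maximal effect; 0% = DMSO only and -100% = full killing by 100 µM tamoxifen; nearly all actives have a fitted effect of over 55% in size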
#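 Cytotoxicity: H1299-neo (no p53), 32C, 24 h treatment. Concentrations up to 46 uM. Readout cellular ATP, luminescence. Normalization to DMSO basal and tamoxifen 100 uM maximal kill.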
# * marks the source's active call; other numbers are inactive results; ? = inconclusive; / = no result given; [ ] = remark or other dose. Calls come from the whole dose curve; as a rule, active = well fitted curve in the direction sought with a large enough effect; inconclusive = small, poorly fitted or top-dose-only effect, or another doubt; inactive = no such curve, though single readings can be large; an effect the other way counts as inactive or inconclusive. The list is partial; count on the stated rates, not on these rows.
item	molecule	p53null 39C tox	TSG101-PTAP inh	FH mod	GALK inh	NTMT1 inhibitor	B2AR arrestin ag	p53null 32C tox
1	COc1ccc(OC)c(C2CC(=O)c3c([nH]c(C(=O)OCC4CCCCC4)c3C)C2)c1 (stereo unspecified)	-5%	2%	-3%	2%	14%	1%	14%
2	Cc1ccc2oc3c(c(=O)c2c1)C(c1ccccc1F)N(CCCN(C)C)C3=O (stereo unspecified)	-3%	-3%	-2%	1%	3%	-2%	1%
3	COc1ccc(C(=O)Nc2ccc(-c3nc4cc(C)ccc4o3)c(O)c2)cc1	-13%	-2%	8%	0%	17%	1%	4%
4	O=C(Cn1ncc2c(=O)oc3ccccc3c21)N1CCN(c2ccc(Cl)cc2)CC1	9%	2%	-4%	8%	-1%	0%	0%
5	Cn1c(=O)c2c(-c3ccccc3)n3c(c2n(C)c1=O)C(c1cc(Cl)ccc1O)Nc1ccccc1-3 (stereo unspecified)	2%	3%	/	2%	/	-3%	-4%
6	COC(=O)c1ccc(Cl)cc1NC(=O)Nc1nnc(N2CCCC2)s1	1%	-1%	8%	3%	14%	-2%	0%
7	COc1ccc(-c2cn3cccnc3n2)cc1NC(=O)COc1ccccc1	1%	1%	-15%	-6%	0%	1%	0%
8	CCN(CC)S(=O)(=O)c1ccc(NC(=O)[C@H](CCSC)N2Cc3ccccc3C2=O)cc1	?	1%	-20%	1%	30%[activator]	-1%	-4%
9	Cc1cc(-n2c(SCC(=O)NCc3ccccc3)nc3ccsc3c2=O)ccc1Cl	2%	-3%	-9%	-2%	8%	6%	4%
10	CCOC(=O)c1nc(Nc2ccc(C(C)=O)cc2)c2ccccc2n1	2%	0%	?	2%	-4%	-2%	1%
11	CC(C)CN(CCCNC(=O)c1cc(-c2ccc(Br)s2)nc2ccccc12)CC(C)C	-17%	0%	4%	1%	?	-2%	-2%
12	COc1ccc(-c2nc3sc(CCNC(=O)C(=O)Nc4ccccc4C#N)c(C)n3n2)cc1	-3%	1%	1%	0%	?	-3%	5%

# Some of the entries so far, as labelled records:
1: COc1ccc(OC)c(C2CC(=O)c3c([nH]c(C(=O)OCC4CCCCC4)c3C)C2)c1 (stereo unspecified)
  p53null 39C tox = -5%; TSG101-PTAP inh = 2%; FH mod = -3%; GALK inh = 2%; NTMT1 inhibitor = 14%; B2AR arrestin ag = 1%; p53null 32C tox = 14%
8: CCN(CC)S(=O)(=O)c1ccc(NC(=O)[C@H](CCSC)N2Cc3ccccc3C2=O)cc1
  p53null 39C tox = ?; TSG101-PTAP inh = 1%; FH mod = -20%; GALK inh = 1%; NTMT1 inhibitor = 30%[activator]; B2AR arrestin ag = -1%; p53null 32C tox = -4%

# The list continues.
item	molecule	p53null 39C tox	TSG101-PTAP inh	FH mod	GALK inh	NTMT1 inhibitor	B2AR arrestin ag	p53null 32C tox
13	Cc1ccc(CN(Cc2ccco2)C(=O)COc2ccc(C(C)C)cc2)cc1	38%[activator]	-4%	-32%	0%	41%[activator]	-1%	45%[activator]
14	Cc1ccc(CNC(=O)CSc2nc3ccsc3c(=O)n2Cc2ccccc2F)cc1	0%	1%	7%	1%	10%	-3%	-11%
15	O=C(c1ccc2c(c1)N(Cc1ccccc1F)C(=O)c1ccccc1S2(=O)=O)N1CCCCCC1	-27%	-5%	-13%	0%	?	0%	-3%
16	CCOc1ccc(NC(=O)[C@H]2O[C@@H]3OC(C)(C)O[C@@H]3[C@H]3OC(C)(C)O[C@H]32)cc1	-9%	1%	-12%	3%	-2%	-3%	7%
17	COc1ccc(NC(=O)c2cnc(N3CCCCC3)c3ccccc23)cc1Cl	-4%	-2%	-33%	-6%	-1%	-1%	6%
18	COc1ccc2c(c1)CC(NC(=O)Nc1c(C)cc(C)cc1C)CO2 (stereo unspecified)	1%	-1%	0%	-2%	-1%	-1%	-1%
19	COc1ccc(Oc2nc3c(c(=O)n(Cc4ccccc4Cl)c(=O)n3C)n2C)cc1	-19%	-2%	-7%	0%	-11%	0%	-4%
20	CCOc1ccccc1NC(=O)Cn1c(=O)n(-c2ccc(F)cc2)c(=O)c2c3c(sc21)CN(C(C)=O)CC3	-13%	0%	-15%	5%	0%	1%	-1%
21	COc1ccc(C(=O)N(Cc2ccc(C(C)C)cc2)C2CCS(=O)(=O)C2)cc1 (stereo unspecified)	-12%	-12%	-1%	1%	?	0%	2%
22	O=C(NCc1ccco1)c1ccc2c(c1)N(Cc1ccc(F)cc1)C(=O)c1ccccc1S2(=O)=O	-14%	-5%	-5%	10%	1%	-2%	-7%
23	Cc1cccc(N2CCN(C(=O)Cn3ncc4c([nH]c5ccccc54)c3=O)CC2C)c1 (stereo unspecified)	6%	4%	2%	3%	-22%	0%	8%
24	CCOC(=O)C1CCN(C(=O)CSc2n[nH]c(-c3ccccc3Cl)n2)CC1	13%	-1%	-21%	-1%	-4%	-1%	4%
25	COC(=O)c1c(C)nn(-c2ccc(F)cc2)c1-n1cccc1	5%	-5%	-12%	-3%	-4%	-3%	-6%
26	CCOCCCNC(=O)c1ccc2c(c1)NC(=O)C(CS(=O)(=O)Cc1ccc(F)cc1Cl)N2 (stereo unspecified)	21%	6%	-4%	-1%	10%	0%	-5%
27	COc1cccc(CSc2nc3cc(C(=O)NC4CCCC4)ccc3c(=O)n2Cc2ccccc2)c1	25%	3%	-10%	1%	9%	0%	11%
28	CCOC(=O)c1c(-c2ccc(OC)c(OC)c2)csc1NC(=O)c1ccc(C)cc1	1%	1%	-5%	0%	-5%	1%	0%
29	COc1ccc(NC(=O)Cn2c(=O)n(Cc3nc(-c4ccccc4)no3)c(=O)c3ccccc32)cc1Cl	-5%	1%	?	0%	2%	2%	-23%
30	CCOC(=O)c1ccccc1NC(=O)c1sc2ncn(CC)c(=O)c2c1C	-14%	1%	-7%	2%	-9%	1%	-4%
31	COc1ccc(CCNC(=O)C(=O)NCC(c2cccnc2)N2CCN(c3ccccc3)CC2)cc1 (stereo unspecified)	-2%	-5%	-4%	-1%	-1%	1%	1%
32	CCOc1ccc(-c2c(C)nn3c(C)c(C(=O)NCC(C)c4ccccc4)cnc23)cc1OCC (stereo unspecified)	48%[activator]	1%	-12%	0%	10%	3%	11%
33	COc1ccc(Cl)cc1C1CC(=O)Nc2cc3c(cc21)OCCO3 (stereo unspecified)	?	-5%	-10%	-8%	-2%	-2%	8%
34	Cc1ccc(C)c(N2CCN(CCCNC(=O)c3ccc4nc(N5CCCCC5)sc4c3)CC2)c1	-24%	-4%	?	5%	-5%	-3%	1%
35	Cc1c(Cl)cccc1NC(=O)N1CCC(CN2CCOCC2)CC1	9%	1%	28%	4%	1%	-1%	6%
36	Cc1ccc(-c2nc(Cn3c(=O)cc(-c4ccccc4)c4c(C)nn(C)c43)c(C)o2)cc1	-8%	-21%	-6%	1%	10%	0%	-2%
37	COc1ccc2nc(SCC(O)c3cccc(Br)c3)[nH]c2c1 (stereo unspecified)	-1%	-13%	-9%	-13%	30%	-2%	9%
38	CCOc1cc2sc(N3CCC(C(=O)Nc4ccc(C(C)C)cc4)CC3)nc2cc1Br	-10%	-3%	-9%	2%	6%	0%	-7%
39	Cc1cccc(OC(C)C(=O)Nc2ncn[nH]2)c1 (stereo unspecified)	47%[activator]	-1%	7%	-2%	9%	-1%	4%
40	Cc1c(CNC2CCCCCC2)c(C(=O)O)c(C)n1Cc1c(F)cccc1Cl	-4%	-11%	2%	0%	-9%	-2%	3%
41	COc1ccc(Br)cc1CNC(=O)Cn1ncn2nc(-c3cccs3)cc2c1=O	5%	-7%	4%	1%	2%	-1%	12%
42	COc1ccc(CN2CCc3c(c(=O)n4ncc(C(=O)N5CCN(c6ccccc6OC)CC5)c4n3C)C2)cc1	-23%	-5%	9%	-2%	18%	0%	11%
43	CC(=O)Nc1ccc(C2Nc3c(C)cc(C)cc3-c3cc(C)nn32)cc1 (stereo unspecified)	-14%	-7%	-12%	5%	-12%	1%	7%
44	CCOc1ccc(CCNC(=O)c2sc3ncccc3c2-n2cccc2)cc1OCC	-3%	-3%	-11%	0%	-14%	1%	-5%
45	CCc1nnc(SCc2nc(-c3ccc(OC)cc3)oc2C)c2cc3sccc3n12	-5%	3%	6%	-5%	17%	1%	-5%
46	O=C(CSc1ccccc1)N1CCc2c([nH]c3ccccc23)C1c1ccc(Cl)cc1 (stereo unspecified)	15%	0%	-18%	?	13%	0%	2%
47	Cc1nnc(NC(=O)c2nc(SC(C)C)ncc2Cl)s1	0%	0%	-4%	2%	6%	-1%	-4%
48	CCOC(=O)C1=C(CN2CCN(c3ccccc3F)CC2)NC(=O)NC1c1ccc(Cl)cc1 (stereo unspecified)	19%	-3%	-19%	1%	8%	1%	52%[activator]
49	CCOC(=O)CNC(=O)CSc1cn(CC(=O)N2CCCCCC2)c2ccccc12	-13%	1%	1%	0%	5%	1%	-4%
50	Cc1cc(Nc2ccc(Cl)cc2C)nc(-n2nc(C)cc2C)n1	-7%	1%	1%	?	26%	1%	-13%
51	COc1cc(-c2nnc(SCCOc3cc(C)cc(C)c3)o2)cc(OC)c1OC	-26%	1%	?	2%	14%	-2%	-2%
52	Cc1ccc(CCNC(=O)c2cc3sccc3n2Cc2ccc(C)cc2)cc1	-8%	0%	-9%	-11%	11%	?	-3%
53	COc1ccc(CNC(=O)C2CCN(c3nnc(-n4cccc4CNc4ccc(C)cc4)s3)CC2)c(OC)c1	-14%	-1%	-14%	-1%	6%	0%	-3%
54	CCCCSc1ncnc2c1c(-c1ccccc1)cn2-c1cccc(F)c1	17%	-3%	-8%	1%	16%	0%	-5%
55	Cc1ccccc1-n1c(=O)c2ccccc2n(Cc2ccc(F)cc2)c1=O	-11%	-3%	-7%	5%	2%	1%	9%
56	Cc1ccn2c(Nc3ccccc3C)c(-c3cccnc3)nc2c1	?	-3%	-16%	3%	10%	-2%	-7%
57	Cc1ccc(OC(=O)CSc2nnc(-c3cccs3)o2)cc1	28%	2%	0%	0%	-1%	-3%	7%
58	O=C(NCCc1csc(-c2cccnc2)n1)c1ccc(F)c(F)c1	11%	-1%	-3%	0%	1%	0%	-10%
59	Cc1cc(C(=O)Nc2ccc(C(C)C)cc2)c2c(C)nn(-c3ccccc3)c2n1	-4%	0%	-26%	2%	16%	0%	2%
60	COc1ccc(Cl)cc1S(=O)(=O)N1CCN(CC(=O)Nc2ccccc2C(F)(F)F)CC1	-4%	-7%	?	1%	-3%	0%	-6%
61	COc1ccc(C2C(=O)N(C3CCCCCC3)CC(=O)N2CCc2ccccc2)cc1 (stereo unspecified)	8%	0%	/	0%	/	-1%	-5%
62	Cc1cccc(C)c1NC(=O)C1CCCN1S(=O)(=O)c1cccc2nsnc12 (stereo unspecified)	10%	1%	-8%	-3%	7%	0%	-6%
63	Cc1ccc(NC(=O)CSc2nc3n[nH]c(C)c3c(=N)n2-c2cccc(C)c2)cc1	4%	-4%	4%	2%	-8%	7%	-19%
